H9c2 TAG inh = inhibitors of triacylglycerol accumulation. AID 651582. 0.66% of 230,000 active. inhibition, % at 12.5 µM. H9c2 cells, Nile Red lipid (TAG) fluorescence; cells loaded with 200 µM oleic acid;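 active = pattern-corrected inhibition of lipid staining of at least 50% with the nuclear-stain viability signal not falling by more than 50%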;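 note: 0% = DMSO wells and 100% = triacsin C control wells; some results filed as inactive read as strong as hits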
H9c2 TAG inh DAPI viability = further read-out of H9c2 TAG inh, marked with its call; DAPI nuclei signal change (viability), lower = more cytotoxic, %;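 whole-well DAPI fluorescence read on a plate reader as a viability signal; minus 50 percent equals half of cells still viable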
An asterisk follows results filed as active. An excerpt, so the mix of outcomes need not match the whole.

SMILES	H9c2 TAG inh	H9c2 TAG inh DAPI viability
Fc1ccc(NC(=S)NCc2cccnc2)cc1	-5	-3
Cc1nc([N+](=O)[O-])c(C(=O)OCc2ccccc2Br)n1C	11	-13
CC(C)Oc1ccc(/C=C(\C#N)C(=O)NC2CC2)cc1	-1	1
O=C(NNC(=O)c1cc(-c2ccc(Cl)cc2)nc2ccccc12)c1csc(N2CCOCC2)n1	8	3
O=C(Nc1c(F)c(F)c(F)c(F)c1F)c1ccc(Br)o1	-8	1
CC1C(=O)N(Cc2cn(CCC3OCCCO3)nn2)CCS(=O)(=O)N1Cc1ccc(-c2ccc(Cl)nc2)cc1 (stereo not given)	18	-6
CC1(c2ccccc2)NC(=O)N(CC(=O)N2CC(=O)Nc3ccccc32)C1=O (stereo not given)	-6	-2
Cc1ccccc1-c1nc(CN2CCC(C(=O)N3CCN(c4ccccn4)CC3)CC2)c(C)o1	-38	-3
COc1ccccc1NC(=O)C1CC(=O)OC1c1ccccc1 (stereo not given)	-6	-3
COc1cccc(C(=O)NCc2ccc3c(c2)cc(C)n3C)c1	-3	71
Cc1c(C(=O)/C=C/N(C)C)nnn1-c1ccc(Cl)cc1C#N	-6	-2
COc1ccc(NC(=O)C2CCC2)cc1S(=O)(=O)N1CCOCC1	-22	45
O=C(C1COc2ccccc2O1)N1CCN(c2nc3ccccc3s2)CC1 (stereo not given)	4	4
CCCCc1nc2sc3c(=O)[nH]cnc3c2c2c1CCCC2	1	-3
O=C(CN1CCN(S(=O)(=O)c2ccccc2)CC1)NCCc1ccccc1	-10	-6
COc1ccc(NC(=O)CN(C)C(=O)c2cccc(S(=O)(=O)Nc3ccc(OC)cc3)c2)cc1	2	6
CCOc1ccccc1OCCOc1ccccc1CC	-13	-10
O=C(Cn1ccc([N+](=O)[O-])n1)c1ccccc1	-2	2
COc1ccccc1N1CCN(C(=O)C2=CC=CN3CCS(=O)(=O)N=C23)CC1	8	0
COC(=O)c1cc(N=CC2=C(O)CC(C)(C)CC2=O)cc(C(=O)OC)c1	-5	-2
O=C(Cc1ccc(Nc2nc3ccc(Br)cc3[nH]2)cc1)NCCc1cccs1	-21	7
O=C(c1cc(C2CC2)on1)N1CCCC(N2CCN(c3cccc(C(F)(F)F)c3)CC2)C1 (stereo not given)	7	5
CCCNC(=O)Cn1cnc2sc(C(=O)N3CCN(CCC)CC3)c(C)c2c1=O	-8	2
COc1ccc(CC(=O)OCC(=O)Nc2cc(Cl)ccc2C)cc1	-5	20
O=C(c1ccccc1SCc1ccccc1)N1CCOCC1	-4	0
Following part
SMILES	H9c2 TAG inh	H9c2 TAG inh DAPI viability
Cc1ccc(S(=O)(=O)N(C)c2ccc(OC(C)C(=O)N(C)c3ccccc3)cc2)cc1 (stereo not given)	4	-3
CCOc1cccc(C(=O)Nc2ccccc2C(=O)N2CCOCC2)c1	4	-7
O=C(NNc1ccccc1)c1ccccc1	-5	-5
O=C(COC(=O)CCC(=O)c1cccs1)NCc1ccc(Cl)cc1	2	-6
COc1ccc(C)cc1NC(=O)c1cc(S(=O)(=O)N2CCCCC2)ccc1N1CCOCC1	14	-14
COc1ccc(C(=O)c2sc3nc(-c4ccccc4)ccc3c2N)cc1OC	13	37
C=C(C)Cn1c(CNC(C)=O)nc2ccccc21	-3	4
Cc1cc(=O)oc2cc(OCCSCCN3CCCCC3)ccc12	7	13
COc1ccccc1NC(=O)COC(=O)Cc1ccc(S(=O)(=O)N2CCCCC2)s1	1	4
COC(=O)C1OC2(OC1C(=O)OC)c1ccccc1-c1ccccc12 (stereo not given)	21	-2
c1ccc(Cc2nc3ccccc3[nH]2)cc1	-8	5
Cc1cc(=O)oc(C)c1C(=O)Nc1ccc(Cl)cn1	-29	15
COc1ccc(C(CNC(=O)c2cccc(S(=O)(=O)Nc3ccccc3OC)c2)N2CCCC2)cc1 (stereo not given)	16	4
CCOc1ccccc1N1C(=O)c2cccnc2C1=O	5	-4
CC1CN(C(=S)Nc2ccccc2)C(C)CN1C=O (stereo not given)	2	-1
CCC(OC(=O)c1nsc(Cl)c1Cl)C(=O)NCc1cccs1 (stereo not given)	9	8
Cc1ccccc1NC(=O)CN1C(=O)NC2(CCc3ccccc32)C1=O (stereo not given)	-21	-5
S=C(Nc1ccccc1Cl)NC1CC2CCCC(C1)N2C1CC1 (stereo not given)	1	9
c1ccc(-c2cc(-c3ccccc3)n3ncnc3n2)cc1	6	3
CC(C)=Cc1c(O)nc2ccccn2c1=O	-8	-8
COc1cc(OC)cc(C(=O)N[C@H](C(=O)OCn2nnc3ccccc3c2=O)C(C)C)c1	-3	3
Cc1cc(F)cc(-c2cc(C(=O)NCc3cccc(Cl)c3)[nH]n2)c1	-11	3
CCN(CC)c1ccc(S(=O)(=O)N2CCOCC2)cc1NC(=O)c1cc(=O)c2ccccc2o1	0	2
CCCNC(=S)N1CCC(C(=O)c2ccc3c(c2)OCCO3)CC1	2	2
Nc1nc(N)nc(COc2ccccc2)n1	-12	6

A different layout for seven compounds above.
The line under a structure holds: H9c2 TAG inh	H9c2 TAG inh DAPI viability
> Cc1cc(=O)oc(C)c1C(=O)Nc1ccc(Cl)cn1
→ -29	15
> S=C(Nc1ccccc1Cl)NC1CC2CCCC(C1)N2C1CC1 (stereo not given)
→ 1	9
> c1ccc(Cc2nc3ccccc3[nH]2)cc1
→ -8	5
> COC(=O)C1OC2(OC1C(=O)OC)c1ccccc1-c1ccccc12 (stereo not given)
→ 21	-2
> O=C(NNc1ccccc1)c1ccccc1
→ -5	-5
> Cc1cc(F)cc(-c2cc(C(=O)NCc3cccc(Cl)c3)[nH]n2)c1
→ -11	3
> COc1ccccc1NC(=O)COC(=O)Cc1ccc(S(=O)(=O)N2CCCCC2)s1
→ 1	4

More records.
SMILES	H9c2 TAG inh	H9c2 TAG inh DAPI viability
CCN(CC(=O)Nc1sc2c(c1C#N)CCC(C)C2)CC(=O)NC1CCS(=O)(=O)C1 (stereo not given)	5	-7
Cc1nc(C/C(=N\Nc2ccccc2)c2ccc(O)cc2O)cs1	1	1
Cc1ccc(C(=O)COC(=O)CCNS(=O)(=O)c2ccccc2F)cc1	2	6
C(=N\Nc1nn2cnnc2c2ccccc12)/c1ccco1	21	6
O=C(/C=C/c1ccccc1)NC(N1CCOCC1)C(Cl)(Cl)Cl (stereo not given)	-4	8
O=C1CC(N2CCSCC2)C(=O)N1c1cccc(Cl)c1 (stereo not given)	-4	6
COc1ccc(S(=O)(=O)N(C)C[C@H]2Oc3ccc(NC(=O)Nc4ccc(C(F)(F)F)cc4)cc3C(=O)N([C@H](C)CO)C[C@@H]2C)cc1	12	-3
C/C(=N\NC(=O)c1ccc(NS(=O)(=O)c2cccs2)cc1)c1cccs1	-4	-3
CC12CS(=O)(=O)CC1SC(=S)N2Cc1ccccc1 (stereo not given)	2	3
CC(=O)NS(=O)(=O)c1ccc(NC(=O)[C@@H]2CCCN2S(=O)(=O)c2ccc(Cl)cc2)cc1	4	12
COc1cc(C)c(CN2CCC(n3nccc3NC(=O)C3CC3)CC2)cc1C	1	5
O=C(CCNC(=O)c1ccc([N+](=O)[O-])cc1)NNC(=O)c1ccccc1F	8	4
COc1ccc(OCCNC(=O)C2(C)CCN2Cc2ccc(SC)cc2)cc1 (stereo not given)	-1	-12
Cc1ccc(C)c(NC(=O)c2cc(S(=O)(=O)N3CCCCC3)ccc2N2CCOCC2)c1	-11	-3
Cc1nc2c(C)cccn2c1C(=O)N/N=C/c1ccccc1[N+](=O)[O-]	-11	4
CCN1CCN(c2nn3c(=O)c4ccccc4nc3c3ccccc23)CC1	7	34
CC(=O)Nc1ccc(S(=O)(=O)N[C@@H](C)C(=O)OCc2cc([N+](=O)[O-])cc3c2OCOC3)cc1	-1	-3
COC(=O)COc1ccc(C(=O)Cn2c(NCCCO)nc3ccccc32)cc1	-3	8
CC(=O)/C(C#N)=C1\NC(=O)C(Cc2ccccc2)S1 (stereo not given)	14	-8
CCN1C[C@@H]2[C@@H]3C(=O)N(C)C(=O)[C@@H]3[C@](C)(C1=O)N2C(=O)c1ccc(Cl)c(Cl)c1	-15	1
CCC(=O)N(C)CCc1cc2c(c(OC)c1/C=N/Nc1ccc(C(=O)O)cc1)OCO2	2	-6
CCC(C)NC(=O)Cn1cnc([N+](=O)[O-])c1 (stereo not given)	-4	10
COC(=O)c1ccccc1NC(=O)NCc1c(C)nn(C)c1C	-16	-6
CCOC(=O)c1cc(NC(=O)Nc2ccc(Br)cc2)c(C)nc1C	-6	-3
CC(=O)c1ccc(NC(=S)N(CCCN(C)C)Cc2ccccc2)cc1	9	0

Next part, starting with the last four of the part before.
SMILES	H9c2 TAG inh	H9c2 TAG inh DAPI viability
CCC(C)NC(=O)Cn1cnc([N+](=O)[O-])c1 (stereo not given)	-4	10
COC(=O)c1ccccc1NC(=O)NCc1c(C)nn(C)c1C	-16	-6
CCOC(=O)c1cc(NC(=O)Nc2ccc(Br)cc2)c(C)nc1C	-6	-3
CC(=O)c1ccc(NC(=S)N(CCCN(C)C)Cc2ccccc2)cc1	9	0
O=C(NCc1ccc(F)cc1)c1cc(C2CCCCN2S(=O)(=O)c2ccccc2)on1 (stereo not given)	1	-2
COc1ccc(-c2cc(=Nc3ccc(C(=O)O)cc3)c3cc(C)ccc3o2)cc1	12	147
CC(C)(C)c1cc(CN(CCO)CCO)c(O)c(C(C)(C)C)c1	7	0
O=c1c2cnn(-c3ccccc3)c2nc(-c2cccs2)n1-c1ccc(Cl)cc1	-77	9
Cc1nc(SCC(=O)N2CCOCC2)c2ccsc2n1	-2	-4
C[C@H](CO)N1C[C@H](C)[C@@H](CN(C)Cc2ccc(C(=O)O)cc2)Oc2c(cccc2N(C)C)C1=O	7	6
Nc1nc(-c2ccccc2)c(CCCNc2ccccc2)c(=O)[nH]1	3	4
COc1cccc(OC)c1OCCCN1CCOCC1	5	8
CC(=O)Nc1cc(S(=O)(=O)Nc2ccccc2C)c(C)cc1C	19	-14
CC/C(C)=C1\SC(N2CCN(C(C)=O)CC2)=NC1=O	-4	5
Cc1ccc(C(=O)O)cc1NC(=O)CCc1ccccc1	-2	1
CN1CCN(C(=O)c2cc3nc(-c4ccc(F)cc4)cc(C(F)(F)F)n3n2)CC1	10	-10
CC(C(=O)NC1CCCCC1)N1C(=O)c2cccc3cccc1c23 (stereo not given)	0	3
COc1ccc(NC(=O)N(C)C[C@@H]2OCc3cnnn3CCCC(=O)N([C@@H](C)CO)C[C@H]2C)cc1	-6	6
CC1(Oc2cnc(Cl)c3ccccc23)CCN(Cc2ccc(OC(F)(F)F)cc2)C1 (stereo not given)	-5	3
COc1ccc(-c2cn3cccnc3n2)cc1NC(=O)c1cc(OC)c(OC)c(OC)c1	11	4
Oc1cccc2c(-c3nn[nH]n3)ccnc12	8	7
Cc1cccc(C(C)C)c1NC(=O)c1cccnc1	-4	10
Cc1ccc(-c2csc(C(O)c3cccc(Cl)c3)n2)cc1C (stereo not given)	-24	1
CCC(C)(C)NC(=O)CN(C(=O)c1snc(C(N)=O)c1N)c1ccc(OC)c(OC)c1	-3	-7
COc1ccccc1NC(=O)CSc1nnc(CNC(=O)COc2ccc(Cl)cc2)o1	-21	9
COC(=O)c1sccc1NC(=O)CC1C(=O)NCCN1C(=O)Nc1cc(Cl)ccc1OC (stereo not given)	5	-2
CC(C)c1nnc(SCC(=O)NCc2ccc3c(c2)OCO3)n1C	-10	16
Cc1cc(N2CCOCC2)c(F)cc1C(=O)c1ccccc1	-7	6
CCCc1c(O)c2ccccc2n(-c2ccccc2)c1=O	-8	7
(cont.)
SMILES	H9c2 TAG inh	H9c2 TAG inh DAPI viability
CCCNC(=O)C(Cc1ccc(I)cc1)NC(=O)c1ccc2ccccc2n1 (stereo not given)	-24	0
COc1ccc(CN2CCNC(=O)C2CC(=O)N(C)Cc2ccon2)cc1OC (stereo not given)	4	-4
O=[N+]([O-])c1cccc2cn[nH]c12	8	-1
OCCNc1nc(Cl)nc(NCc2ccco2)n1	7	-5
COc1ccc(S(=O)(=O)N2CCc3ccccc32)cc1C(=O)N(CC(C)C)C1CCS(=O)(=O)C1 (stereo not given)	15	-12
CC1=NN(C(N)=S)C(=O)C1N=Nc1c(C)n(C)n(-c2ccccc2)c1=O (stereo not given)	-7	4
CCNC(=O)COC(=O)COc1ccc(Cl)cc1C	19	-5
COc1cc(-c2noc(C)c2C#CC2(O)CCCCC2)cc(OC)c1OC	-4	7
COCCN1CC(O)=C(c2nc3ccccc3c(=O)[nH]2)C1=N	25	5
CN(C)CCNc1ncnc2c1ncn2[C@H]1CN(Cc2cccs2)C[C@@H](CO)O1	12	-2
CN(CCO)c1nc(N)c2c(N)nc3c(c2c1C#N)CC(=O)N3Cc1cccs1	4	9
COCCn1nnnc1C(c1cccs1)N1CCN2CCCC2C1 (stereo not given)	-28	12
Cc1ccc2c(CC(=O)NNC(=O)c3ccccc3)coc2c1	-11	-2
NS(=O)(=O)c1ccc(CCNC(=O)c2ccc3c(=O)n4c(nc3c2)CCCCC4)cc1	1	6
O=C(CCN1C(=O)c2ccc(Br)cc2C1=O)NC1CCCCC1	9	-4
COc1ccc(Cn2ccnc2SCC(=O)Nc2ccccc2)cc1	21	4
O=C(NC(=S)N1CCCCC1CO)c1cc(Br)ccc1Cl (stereo not given)	-7	7
Cc1cc(C)nc(SCC(=O)Oc2ccc3oc(=O)cc(C)c3c2)n1	8	-13
O=C(CSc1nnc(-c2cccnc2)n1-c1ccc(F)cc1)NCc1ccc2c(c1)OCO2	-10	4
COc1cc(C(=O)NCC(=O)Nc2ccc(F)c(F)c2)ccc1OCC(=O)N1CCOCC1	12	-4
COc1cc(SC)ccc1C(=O)Nc1nc(C)cs1	-30	15
O=C(O)c1ccc(OCC2CCCO2)cc1 (stereo not given)	1	-12
CC1CCCC(NC(=O)COC(=O)CCc2ccccc2)C1C (stereo not given)	-2	25

3 compounds from above, arranged by count of non-hydrogen atoms, falling.
SMILES	H9c2 TAG inh	H9c2 TAG inh DAPI viability
COc1ccc(CN2CCNC(=O)C2CC(=O)N(C)Cc2ccon2)cc1OC (stereo not given)	4	-4
Cc1cc(C)nc(SCC(=O)Oc2ccc3oc(=O)cc(C)c3c2)n1	8	-13
O=[N+]([O-])c1cccc2cn[nH]c12	8	-1

Assay outcomes deposited in PubChem by Sanford-Burnham Center for Chemical Genomics.
